# Compound activity from PubChem.
# OX1R antag-1 – blocks the human orexin 1 receptor; O43613; CHO/OX1R cells, Fluo-8 calcium fluorescence, orexin A; inhibition, % at 5 µM; 330,000 compounds, 0.43% hits; AID 434989;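 active means inhibition above its plate's threshold, mean inhibition of all tested compounds on the plate plus 3 SD, cut at about 37% in these data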;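 further: 0% = orexin A challenge wells and 100% = SB-334867-A antagonist wells; not every result past the cut was called active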
# Target sequence (O43613 whole entry, looked up): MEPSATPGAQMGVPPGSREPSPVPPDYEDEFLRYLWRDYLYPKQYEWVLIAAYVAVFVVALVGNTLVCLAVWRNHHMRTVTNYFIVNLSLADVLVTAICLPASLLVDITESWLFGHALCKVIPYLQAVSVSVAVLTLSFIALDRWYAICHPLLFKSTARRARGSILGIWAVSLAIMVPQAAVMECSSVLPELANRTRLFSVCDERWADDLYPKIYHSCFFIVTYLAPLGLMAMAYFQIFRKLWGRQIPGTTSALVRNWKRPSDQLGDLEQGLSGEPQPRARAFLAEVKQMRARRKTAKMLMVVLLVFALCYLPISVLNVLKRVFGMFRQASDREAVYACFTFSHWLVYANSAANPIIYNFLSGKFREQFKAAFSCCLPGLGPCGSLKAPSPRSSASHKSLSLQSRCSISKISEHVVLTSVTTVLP
# OX1R antag-2 – antagonists of human orexin 1 receptor (OX1R); AID 485270; O43613; OX1R-expressing cells, FRET antagonist read-out; 330,000 compounds, 1.8% hits; inhibition, % at 6.6 µM; in the data active means inhibition mostly above about 38%, no sharp cut-off; inactive means mostly below about 40%;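 further: 0% = agonist challenge alone and 100% = reference antagonist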
# STK33 kinase inh – inhibitors of human STK33 kinase; Q9BYT3; purified STK33, MBP phosphorylation, ADP-Glo luminescence; inhibition, % at 10 µM; 320,000 compounds, 0.073% hits; AID 2661;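 active means inhibition at or above 25%, using the most active replicate where run in duplicate; inactive means inhibition below 25%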
# Target sequence (Q9BYT3 whole entry, looked up): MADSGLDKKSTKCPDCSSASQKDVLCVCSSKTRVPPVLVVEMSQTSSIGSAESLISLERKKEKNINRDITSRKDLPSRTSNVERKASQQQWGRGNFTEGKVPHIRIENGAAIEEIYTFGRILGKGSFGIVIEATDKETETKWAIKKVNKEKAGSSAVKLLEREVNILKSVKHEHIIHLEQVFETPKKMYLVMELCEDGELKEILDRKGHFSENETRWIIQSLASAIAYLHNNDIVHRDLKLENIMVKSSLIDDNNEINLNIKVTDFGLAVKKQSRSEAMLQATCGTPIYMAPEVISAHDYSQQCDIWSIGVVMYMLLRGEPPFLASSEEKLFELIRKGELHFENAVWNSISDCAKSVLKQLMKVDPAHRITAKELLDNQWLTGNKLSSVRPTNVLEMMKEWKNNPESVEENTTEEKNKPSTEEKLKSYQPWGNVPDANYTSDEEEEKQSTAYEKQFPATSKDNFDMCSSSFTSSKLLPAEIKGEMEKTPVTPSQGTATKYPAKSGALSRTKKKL
# * = called active by the depositor; . = no result given; & = joins results of further samples.
SMILES,OX1R antag-1,OX1R antag-2,STK33 kinase inh
O=C(N/N=C/c1cn(-c2cccs2)nc1-c1ccccc1)c1ccccc1Br,-28,11,-1.1
CCOc1ccc(CNS(=O)(=O)c2ccc3c(c2)CC(=O)N3C)cc1,-11,5,-2.3
COc1ccccc1NC(=O)CCc1nc(-c2cccs2)no1,-28,4,0.8
CN(C)c1ccc(CN(C(=O)COc2ccc(Br)cc2)C2CCS(=O)(=O)C2)cc1 (stereo not drawn),-7,0,-0.2
N/C(=N\OC(=O)c1ccc2c(c1)OCO2)c1cccnc1,-1,5,3.1
CC(=O)c1c(C)[nH]c(C(=O)OCC(=O)Nc2sc3c(c2C#N)CCCC3)c1C,13,23,0.1
CN1c2ccccc2Oc2c(c(=O)n(C)c(=O)n2C)C1c1cccc([N+](=O)[O-])c1 (stereo not drawn),-24,26,-0.4
CCn1nc(C)c(CNC(=O)C2CCC(=O)N(Cc3cccc(F)c3)C2)c1C (stereo not drawn),-16,3,-0.6
Nc1nc(SCc2ccccc2)c2[nH]cnc2n1,-18,12,4.4
O=S(=O)(NCC(c1cccnc1)N1CCOCC1)c1ccc(Cl)cc1 (stereo not drawn),15,8,0.1
Cc1ccccc1-c1nc(S(=O)(=O)c2ccccc2)c(NCCCN2CCOCC2)o1,-22,1,-1.2
CN(CCOC(=O)CN1C(=O)c2ccccc2C1=O)C1=NS(=O)(=O)c2ccccc21,-12,8,-1.4

# Part of the list above, reformatted.
# Every second line gives: OX1R antag-1	OX1R antag-2	STK33 kinase inh
CC(=O)c1c(C)[nH]c(C(=O)OCC(=O)Nc2sc3c(c2C#N)CCCC3)c1C
 : 13	23	0.1
CN1c2ccccc2Oc2c(c(=O)n(C)c(=O)n2C)C1c1cccc([N+](=O)[O-])c1 (stereo not drawn)
 : -24	26	-0.4
CCn1nc(C)c(CNC(=O)C2CCC(=O)N(Cc3cccc(F)c3)C2)c1C (stereo not drawn)
 : -16	3	-0.6
Nc1nc(SCc2ccccc2)c2[nH]cnc2n1
 : -18	12	4.4
O=S(=O)(NCC(c1cccnc1)N1CCOCC1)c1ccc(Cl)cc1 (stereo not drawn)
 : 15	8	0.1
Cc1ccccc1-c1nc(S(=O)(=O)c2ccccc2)c(NCCCN2CCOCC2)o1
 : -22	1	-1.2

# New compounds follow:
SMILES,OX1R antag-1,OX1R antag-2,STK33 kinase inh
Cc1cc(NC(=O)C2CC(c3ccc(Cl)cc3)=NO2)no1 (stereo not drawn),-18,12,-0.1
Cc1[nH]c2ccccc2c1/C=N/Nc1cccc(C(=O)O)c1,-7,39,0.7
CCOC(=O)N1CCC(NC(=O)c2ccc(CS(=O)c3cccc(C)c3)o2)CC1 (stereo not drawn),-35,12,-0.9
COc1ccc2cc(-c3[nH]ncc3CN3CCCN(c4ccccc4)CC3)ccc2c1,-27,6,-2.8
CC(C)c1ccc(S(=O)(=O)N2CCN(CC(=O)c3ccc(O)c(O)c3)CC2)cc1,-13,22,-0.2
C#CCN1N=C(c2ccc(C)cc2)CSC1=O,-25,16,-0.6
C[n+]1c2n(c3ccccc31)N=C(c1cc(C(C)(C)C)c(O)c(C(C)(C)C)c1)CS2,-4,10,1.5
Cc1ccc(C)c(OCC(=O)N2CCOCC2)c1,-11,36,0.0
CC(C)CNC(=O)c1ccccc1NC(=O)CN(c1ccc2c(c1)OCCO2)S(C)(=O)=O,-17,14,-0.3
Cc1ccc(-n2ncc3c(=O)n(CC(=O)NC4CCCC4)cnc32)cc1C,-11,9,-2.2
Cc1cc(C)cc(N(C(=O)c2cccs2)C2C=CS(=O)(=O)C2)c1 (stereo not drawn),-9,6,1.0
CCCCc1ccc(-c2csc(/C(C#N)=C\c3ccc(C)o3)n2)cc1,-7,4,-0.7
O=CN1CCCN(Cc2nc(-c3cccc(Cl)c3)no2)CC1,5,9,-1.1
COc1ccc(NC(=O)C2CCCN(S(=O)(=O)c3ccc4[nH]c(=O)ccc4c3)C2)cc1 (stereo not drawn),19,4,1.1
Nc1ccc(N2CCN(c3ccc(Cl)c(Cl)c3)CC2)cc1,-5,-1,-0.1
NS(=O)(=O)c1cccc(NC(=O)CCS(=O)(=O)c2ccc(Cl)cc2)c1,-7,9,-0.9
O=C(Nc1ccon1)c1ccc(Br)o1,23,1,-0.3
O=[N+]([O-])c1cc(C(F)(F)F)ccc1NC1CCN(Cc2ccccc2)CC1,-44,10,-1.4
CN(CC(=O)Nc1ccc(F)cc1)C(=O)c1cc([N+](=O)[O-])ccc1N1CCOCC1,-9,40,-0.5
O=S(=O)(NCc1ccco1)c1cnc(Cl)c(Br)c1,-1,15,-0.5
C/C=C/C(=O)OCC(=O)Nc1cccc(F)c1,-14,7,-4.8
O=C(NCc1cccnc1)C1CCCN(S(=O)(=O)c2ccc(Cl)cc2)C1 (stereo not drawn),-12,17,0.5
C=Cc1ncc(OC)c2c1[nH]c1ccccc12,-20,30,2.5
CCOc1ccccc1NS(=O)(=O)c1cc2c3c(c1)C(C)C(=O)N3CCC2 (stereo not drawn),-6,7,-0.6
O=C(Nc1ccc2oc(-c3ccccc3F)nc2c1)c1ccccc1F,-8,40,0.0
Cc1c(CNC(=O)c2cnn3c2NC(c2ccccc2)CC3C(F)(F)F)cnn1C (stereo not drawn),-27,18,1.2
CCCn1c(SCC(=O)N2CCCc3ccccc32)nnc1-c1ccco1,-24,40,1.8
O=C(Nc1ccc2c(c1)C(=O)NC2=O)c1ccccc1,-6,7,0.3
CCCN(/C=N/c1sc2c(c1C#N)CCCCC2)CCC,-31,17,-0.4
COc1ccc(C)cc1S(=O)(=O)N1CCCC(C(=O)N2CCOCC2)C1 (stereo not drawn),-18,14,-1.0
NS(=O)(=O)c1cccc(NC(=O)CCSc2ccccc2Cl)c1,8,17,1.0
CN(CC(=O)Nc1cccc(F)c1)C(=O)CCCNC(=O)c1ccc(Cl)cc1,-30,7,0.7
Cc1ccccc1/C=C/C(=O)N1CCOCC1,-18,3,1.7
COc1cccc(CN(C(=O)/C=C/c2ccco2)C2CCS(=O)(=O)C2)c1 (stereo not drawn),1,3,-0.5
Cc1ccc(C(=O)NCCn2cc(SCC(=O)Nc3cc(C)on3)c3ccccc32)cc1,-10,19,0.2
O=C(CN1C(=O)/C(=C/c2cccc(Br)c2)SC1=S)NCCCN1CCOCC1,-24,29,0.1
COc1cc(NC(=S)NCCCN2CCOCC2)cc(OC)c1,-2,9,0.1
NC(=O)CC(NC(=O)Cc1ccc(Br)cc1)c1ccc(NCCN2CCCCC2)c([N+](=O)[O-])c1 (stereo not drawn),-12,41,-0.6
Cc1cccc(CN2CCN(c3nc4nonc4nc3NC3CC3)CC2)c1,-23,38,-0.6
Cc1cc(C(=O)N/N=C/c2cccnc2)c(C)o1,-11,10,-0.9
CCOC(=O)Cc1csc(NC(=O)c2cccs2)n1,-24,21,-0.4
CC1CCN(c2[nH]c(=S)c(C#N)c3c2CCCC3)CC1,-3,2,-1.0
CC1Cc2nc(SCC(N)=O)n(C)c(=O)c2S1 (stereo not drawn),-20,10,-1.4
O=C(Cc1ccccc1)NCc1ccc2c(c1)OCO2,-7,20,-0.8
CCOC(=O)C(CCCCOc1ccc([N+](=O)[O-])cc1)C(=O)OCC,-4,9,-0.9
COc1ccc(CN(C)CC(=O)Nc2cccc(S(N)(=O)=O)c2)c(OC)c1OC,-2,3,-0.9
O=C(N/N=C/c1ccc(Cl)cc1)C1CC12CCC2 (stereo not drawn),-13,20,0.0
COc1ccc(S(=O)(=O)Nc2ccccn2)cc1C,-22,15,-0.9
Cc1nc(Nc2cccc(C(C)O)c2)c2nnn(Cc3ccc(F)cc3)c2n1 (stereo not drawn),-18,13,3.5
CCn1cc(C(=O)NCCCOC)c(=O)c2cc(S(=O)(=O)N(C)C)ccc21,-9,4,-1.1
O=C(COC(=O)c1cccnc1Cl)Nc1ncc(Cl)cc1Cl,-16,1,-1.2
COc1cc(/C=C/c2ccc3cccc(OC)c3n2)c(OC(C)=O)c([N+](=O)[O-])c1,-30,59*,-1.7
CC(C)n1nccc1NC(=O)Nc1ccccc1,10,8,-0.2
Cc1nc(-c2ccc(Cl)cc2)sc1C1(C)CC(c2ccccc2Br)=NO1 (stereo not drawn),-19,30,0.0
O=[N+]([O-])c1ccc(/C=C/c2ccc3cccc(O)c3n2)cc1,-23,7,3.3
CC(NS(=O)(=O)c1c(N)n(C)c(=O)n(C)c1=O)c1ccccc1 (stereo not drawn),10,6,-4.8
Cc1cc(C)cc(OCC(=O)Nc2cccc(-c3nc4ncccc4o3)c2)c1,-22,19,0.3
C=CCn1c(Oc2ccccc2)nc2c1c(=O)n(C)c(=O)n2C,-15,16,4.4
COc1ccc(C(=O)N[C@H](C(=O)NCc2ccccc2)C(C)C)cc1,-37,9,-1.7
C(=C/c1ccnc2nc(SC/C=C/c3ccccc3)nn12)/c1ccccc1,-10,0,-0.7
# (list continues)
SMILES,OX1R antag-1,OX1R antag-2,STK33 kinase inh
Cc1csc(NC(=O)c2ccc(C)o2)n1,-19,1,2.0
CC(=O)N1CCN(c2ccc(NC(=O)C(C)Oc3ccc(Cl)cc3Cl)cc2)CC1 (stereo not drawn),-30,22,-0.6
COc1ccc(C(=O)O/N=C(\C)c2cnccn2)cc1,16,27,1.5
CC(C)(C)c1[nH]nc2c1C(C1C=CCCC1)C(C#N)=C(N)O2 (stereo not drawn),-15,11,1.6
COc1ccccc1OCC(=O)Nc1ccc(S(=O)(=O)N2CCOCC2)cc1,-18,15,-1.2
CCOC(=O)Cc1nnc(NC(=O)CSc2ccc(Cl)cc2)s1,-30,12,-0.3
COCCOC(=O)C1=C(C)N(c2ccccc2)C(=S)NC1c1ccccc1C(F)(F)F (stereo not drawn),-22,6,0.6
CCOC(=O)C1=C(C)N(c2ccccc2)C(=O)/C1=C\c1ccco1,-34,38,-0.6
S=C(NC1CCCC1)N1CCN(c2ccc(Cl)cc2)CC1,-6,31,-1.4
CNc1nccc(-c2ccc(Cl)cc2)c1C#N,-10,5,0.4
Cc1ccc(S(=O)(=O)c2c(C)cc(C)nc2Oc2cccc(C(F)(F)F)c2)cc1,-8,29,-1.6
C(=C\c1ccco1)/C1=NN(c2ccccc2)C(c2ccco2)C1 (stereo not drawn),5,15,-0.6

# 3 structures from above, ordered by formula weight, low to high.
SMILES,OX1R antag-1,OX1R antag-2,STK33 kinase inh
C(=C\c1ccco1)/C1=NN(c2ccccc2)C(c2ccco2)C1 (stereo not drawn),5,15,-0.6
S=C(NC1CCCC1)N1CCN(c2ccc(Cl)cc2)CC1,-6,31,-1.4
COCCOC(=O)C1=C(C)N(c2ccccc2)C(=S)NC1c1ccccc1C(F)(F)F (stereo not drawn),-22,6,0.6

# Carrying on:
SMILES,OX1R antag-1,OX1R antag-2,STK33 kinase inh
CCc1nnc(NC(=O)c2ccc(S(=O)(=O)N(CC)Cc3ccccc3)cc2)o1,-8,64,4.0
Cc1c(C(=O)NC(=S)NCc2cccnc2)oc2ccccc12,-4,17,-0.6
CCN(CC)C(=O)CSc1nc(O)c(Cc2ccccc2)c(=O)n1-c1ccccc1,-11,14,0.9
Cc1ccc(NC(=O)[C@@H](C)NC(=O)[C@@H]2Cc3ccccc3CN2)cc1,-32,18,0.0
COc1ccc(C2/C=C\CN(S(=O)(=O)c3cccs3)CC(=O)N2Cc2ccc(F)cc2)cc1 (stereo not drawn),-22,23,1.0
CCc1cc(=O)[nH]c(SCC(=O)Nc2cc(C)on2)n1,-9,8,0.0
C=CCc1cc(OC)ccc1OCC(O)CN1CCN(c2ccc(OC)cc2)CC1 (stereo not drawn),-35&-42,15&7,-1.4&4.6
Nc1c(S(=O)(=O)O)cc(NC(=O)c2ccccc2)c2c1C(=O)c1ccccc1C2=O,-39,26,6.4
CC[C@]12c3[nH]c4ccc(OC)cc4c3CCN1C(=O)C(CC(=O)NCCCn1ccnc1)C[C@@H]2C(=O)N1CCN(C(=O)c2ccco2)CC1 (stereo partly drawn),-15,8,.
Cc1nnc(N(C)C(=O)c2ccccn2)s1,2,3,-0.2
Cn1c(=O)cc(SCC(=O)Nc2ccccn2)c2ccccc21,-16,11,-0.7
CC(C)OCCCn1c(=N)c(S(=O)(=O)c2ccccc2)cc2c(=O)n3ccccc3nc21,-8,1,0.0
Cn1c2c(c(=O)n(C)c1=O)C(c1ccccc1Cl)CC(=O)N2 (stereo not drawn),-6,3,-2.0
COc1ccc(/C=C2\CCn3c2nc2cc(C(=O)O)ccc2c3=O)cc1O,-5,30,.
C=CCNc1nc(-c2cccs2)c(CC(=O)O)s1,-19,14,-1.4
Cc1ccc(N(C(=O)CCC(=O)Nc2nccs2)C(C(=O)NC(C)(C)C)c2ccc(O)cc2)cc1 (stereo not drawn),-11,20,-0.6
COc1ccc2c(=O)c3c(=O)n(-c4ccc(C)cc4)c(-c4ccccc4)nc3oc2c1,-29,-1,-2.0
CCCCNC(c1ccccc1)c1ccncc1 (stereo not drawn),-27,-3,-0.8
Cc1nn(C2CCS(=O)(=O)C2)c(C)c1CN(C)C(=O)c1ccccc1 (stereo not drawn),-4,2,-1.1
CN(C)C(=O)CN(c1ccc2c(c1)OCO2)S(C)(=O)=O,-2,5,1.6
COc1ccc(/C=C2\SC(=S)N(CCCC(=O)NC3CCCC3)C2=O)cc1OC,-20,23,3.5
CCOC(=O)Nc1nc(-c2ccc(F)cc2F)cs1,-32,5,0.8
O=C(CCc1nc(-c2ccccn2)no1)NCc1ccc2c(c1)OCO2,-15,9,-0.1
CC12CC3(C)CC(C)(C1)CC(C(N)=O)(C2)C3,-5,11,-1.1

# Single values from above:
# Under STK33 kinase inh, `CC12CC3(C)CC(C)(C1)CC(C(N)=O)(C2)C3` is listed with -1.1
# Under OX1R antag-1, `O=C(CCc1nc(-c2ccccn2)no1)NCc1ccc2c(c1)OCO2` is listed with -15
# Under OX1R antag-2, `Cn1c2c(c(=O)n(C)c1=O)C(c1ccccc1Cl)CC(=O)N2` (stereo not drawn) is listed with 3
# Under OX1R antag-2, `Cc1ccc(N(C(=O)CCC(=O)Nc2nccs2)C(C(=O)NC(C)(C)C)c2ccc(O)cc2)cc1` (stereo not drawn) is listed with 20
